GCN5L2 inh: blocks human GCN5L2 histone acetyltransferase; Q92830; 390,000 tested, 0.21% active; AID 504327; Potency, µM (series often up to 58.9 µM), for inactives: at the highest dose activity change, negative = inhibition, hits mostly inhibitors; GCN5L2 HAT assay, ThioGlo1 CoA-SH fluorescence
Target sequence (Q92830 whole entry, looked up): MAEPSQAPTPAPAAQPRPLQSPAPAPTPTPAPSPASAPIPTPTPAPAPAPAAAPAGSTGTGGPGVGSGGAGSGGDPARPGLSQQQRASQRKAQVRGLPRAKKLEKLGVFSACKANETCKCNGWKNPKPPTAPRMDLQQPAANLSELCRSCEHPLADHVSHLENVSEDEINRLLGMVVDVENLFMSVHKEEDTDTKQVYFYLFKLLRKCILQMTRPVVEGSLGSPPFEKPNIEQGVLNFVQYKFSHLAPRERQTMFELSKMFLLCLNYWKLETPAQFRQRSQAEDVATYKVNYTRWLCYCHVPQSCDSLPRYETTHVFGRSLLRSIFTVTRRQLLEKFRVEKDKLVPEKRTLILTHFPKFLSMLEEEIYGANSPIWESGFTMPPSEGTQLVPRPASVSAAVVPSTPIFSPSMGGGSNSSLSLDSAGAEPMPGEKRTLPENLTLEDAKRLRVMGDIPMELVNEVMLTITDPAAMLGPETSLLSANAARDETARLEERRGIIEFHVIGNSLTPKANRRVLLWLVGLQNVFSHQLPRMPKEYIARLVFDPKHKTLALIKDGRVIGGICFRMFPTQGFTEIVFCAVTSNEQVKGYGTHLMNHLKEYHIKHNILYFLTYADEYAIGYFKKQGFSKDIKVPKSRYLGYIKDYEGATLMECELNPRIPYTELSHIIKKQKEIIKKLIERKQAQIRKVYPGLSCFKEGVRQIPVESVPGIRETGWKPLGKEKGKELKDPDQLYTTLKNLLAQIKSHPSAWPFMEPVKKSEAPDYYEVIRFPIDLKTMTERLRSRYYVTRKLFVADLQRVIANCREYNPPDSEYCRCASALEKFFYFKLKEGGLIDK
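Fluorescence readout, Ex340nm/Em540nm: ThioGlo1 (50uM final) reacts with free CoA thiol released as 20nM GCN5L2 acetylates H3(1-25) peptide (75uM) using acetyl-CoA (70uM). Compound and enzyme sat 15 min beforehand; 20 min room-temperature reaction.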
DT40 TDP1 no CPT: qHTS for Inhibitors of human tyrosyl-DNA phosphodiesterase 1 (TDP1): qHTS in cells in absence of CPT; Potency, µM (top dose mostly 46.2 µM), without a hit: top-dose activity change, negative = growth inhibition, hits mostly inhibitors; DT40 Tdp1-/- hTDP1 cells, no CPT, ATP luminescence, 48 h; 420,000 tested, 15% active; further: nearly all actives have a fitted effect of over 55% in size
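Stably hTDP1-transfected Tdp1-null chicken DT40 cells were treated with library compounds minus camptothecin and grown for at least 48 hr at 37 °C, after which cellular ATP was quantified by luminescence.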
DT40 TDP1 CPT: growth inhibition of DT40 Tdp1-/-;hTDP1 cells with camptothecin (screen for TDP1 inhibitors) | chicken DT40 Tdp1-/-;hTDP1 cells + 20 nM CPT, ATP luminescence, 48 h | Potency, µM (doses to about 46.2 µM), for the others: top-dose activity change, negative = growth inhibition, usual class: inhibitors | 420,000 tested, 12% active | AID 686979; further: nearly all actives have a fitted effect of over 55% in size
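Chicken DT40 Tdp1-/- cells complemented with human TDP1, 400 cells/well, exposed to compounds plus 20 nM camptothecin for at least 48 h at 37 C; viability read as ATP content by CellTiter-Glo luminescence.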
* hit, by the source's call; ? = inconclusive; . = not tested or not shown; & = joins results of further samples. The call rests on the fitted dose curve; in most records, active means well fitted curve in the direction sought with a large enough effect; inconclusive means small, poorly fitted or top-dose-only effect, or another doubt; inactive means no such curve, though single readings can be large; an effect the other way counts as inactive or inconclusive. On the % scale 0 is the no-effect control and ±100 the full control effect; potency means the concentration at half of the fitted maximal effect.

SMILES | GCN5L2 inh | DT40 TDP1 no CPT | DT40 TDP1 CPT
Cn1c(=O)c2sccc2n2c(CCCC(=O)Nc3ccc(F)cc3F)nnc12 | 0%&-2% | ? | -1%&7%
CC1(C(=O)Nc2ccc3nc[nH]c3c2)CCN1C(=O)c1ccccc1CCc1ccccc1 (centres undefined) | . | ? | ?
COC(=O)c1ccccc1NC(=O)c1cccnc1 | -4% | -16% | -2%
COc1cc(C2c3c(oc4ccccc4c3=O)C(=O)N2c2ccccn2)cc(OC)c1OC (centres undefined) | -2% | -7% | 4%
COc1cc(C(=O)NCc2nnc(SCC(=O)Nc3nccs3)o2)cc(OC)c1OC | -5% | -1% | 14%
Cc1ccc(S(=O)(=O)Oc2ccc(/C=C3\N=C(c4cccc(C)c4)OC3=O)cc2)cc1 | -10% | 12% | 3%
O=Cc1ccc(N2CCCC2)o1 | -13% | 3% | 1%
CCCCNC(=O)COC(=O)c1cc2c(C)nn(-c3ccccc3)c2s1 | -3% | -11% | -14%
Cc1ccc(S(=O)(=O)N2c3ccccc3OC(C(=O)OC(C)(C)C)(C(=O)OC(C)(C)C)C2CC(=O)c2ccccc2)cc1 (centres undefined) | . | 5.8µM* | 6.5µM*
Cc1ccc(N2C(=O)C(CC(=O)Nc3cccc(F)c3)N(C3CC3)C2=O)cc1 (centres undefined) | -6% | 2% | 4%
Cc1ccc2c(c1)c(=O)c(C(=O)c1ccc3c(c1)OCO3)cn2Cc1ccc(Cl)cc1 | -10% | 16µM* | ?
Cc1ccc(S(=O)(=O)N(C)CC(=O)NNC(=O)CCC(=O)c2ccc(F)cc2)cc1 | -5% | ? | 1%
O=C(NC1CCSc2ccccc21)c1ccccc1Br (centres undefined) | -18% | -1% | -26%
O=C(/C=C/c1ccc(F)cc1)Nc1ccc2[nH]c(=O)[nH]c2c1 | -7% | 1% | -4%
O=C(O)CC1S/C(=N/N=C/c2ccc([N+](=O)[O-])cc2)N(c2ccc(O)cc2)C1=O (centres undefined) | -5% | -15% | 8%
CC1(C)CC(=O)C2=C(C1)OC(c1ccc(O)cc1)C(C#N)=C2N (centres undefined) | -3% | -3% | 4%
CNC(=O)c1snnc1-c1ccccc1 | -6% | -3% | -82%
COc1ccc([C@@H]2[C@@H]3C(=O)N(C(C)(C)C)C(=O)[C@@H]3[C@]3(Cc4ccccc4)C(=O)N(c4ccc(C)cc4)C(=O)N23)cc1 | -1% | -1% | ?
O=c1cnnc(N/N=C/C2CC=CCC2)[nH]1 (centres undefined) | -3% | 11% | 15%
O=C(Cn1c(=O)oc2ccccc21)N(Cc1ccccc1)C1CCS(=O)(=O)C1 (centres undefined) | -2% | ? | 23µM*
Cc1ccc(S(=O)(=O)N(C)C)cc1NC(=O)COC(=O)/C=C/c1ccc2ccccc2n1 | -2% | ? | ?
Cc1ccc(S(=O)(=O)N(CC(=O)NN=C2CCN(C)CC2)c2ccc(C(C)C)cc2)cc1 | -8% | 0% | 2%
COc1ccc(-c2csc(CCn3nc(C)cc3C)n2)cc1OC | -10% | -7% | ?
CCNc1nc2c(c(=O)n(Cc3ccccc3)c(=O)n2C)n1Cc1ccccc1 | -1% | ? | ?
Cc1noc(C)c1CSCC(=O)Nc1ccccc1N1CCCC1 | . | ? | -18%
COc1ccccc1N(CC(=O)Nc1ccc(S(=O)(=O)N2CCCCC2)cc1)S(C)(=O)=O | -4% | 18µM* | ?
Cc1c(NC(=O)Nc2ccccc2Cl)c(=O)n(-c2ccccc2)n1C | -2% | 6% | -3%
Cc1ccc(NC(=O)COC(=O)c2cc(Cl)ccc2[N+](=O)[O-])cc1 | -4% | ? | -25%
Cc1ccc(OCC2Cn3c(nc4c3c(=O)n(C)c(=O)n4C)O2)cc1 (centres undefined) | -4% | ? | ?
Cc1occc1-c1nnc(SCC(=O)c2c(N)n(Cc3ccccc3)c(=O)n(C)c2=O)n1C | -1% | 6% | -2%
CCOC(=O)N/N=C1\CCS(=O)(=O)c2ccc(Cl)cc21 | -4% | ? | -4%
COc1ccc(/C=N/NC(=O)c2cccc([N+](=O)[O-])c2)c2ccccc12 | -3% | ? | ?
COc1ccc(OC)c(-c2cc(C(=O)O)c3cc4ccccc4cc3n2)c1 | . | -3% | -2%
Cc1ccc(C)c(NC(=O)CCOc2ccccc2)c1 | -6%&-7% | 11%&-2% | ?
Cc1ccc(CSc2nc3cccnc3n2Cc2ccc(C(=O)NCc3cccs3)cc2)cc1 | -9% | -3% | -28%
Cc1cccc(-n2cnc3cc(C(=O)NC4CCCCCC4)ccc32)c1 | -1% | 4.6µM* | 3.3µM*
COc1ccccc1Oc1ccc2c(c1)C(=O)N(c1ccc(C)cc1)C2=O | 1% | 1% | 8%
CCOC(=O)C1=C(O)/C(=C/c2cc(C)n(-c3ccccc3)c2C)N=C1C | -19% | ? | ?
COC(=O)Cc1nc2ccccc2[nH]1 | -3% | -22% | ?
COc1ccc(Oc2ncc3nc(CCc4ccccc4)c(=O)n(C[C@H]4CCCO4)c3n2)cc1 | -15% | -12% | ?

Looked up above.
`Cc1ccc(S(=O)(=O)N2c3ccccc3OC(C(=O)OC(C)(C)C)(C(=O)OC(C)(C)C)C2CC(=O)c2ccccc2)cc1` (centres undefined) @ DT40 TDP1 no CPT = 5.8µM*
`Cc1cccc(-n2cnc3cc(C(=O)NC4CCCCCC4)ccc32)c1` @ DT40 TDP1 no CPT = 4.6µM*

Gathered by group: the compounds so far with a thiophene ring, fused or not (three)
SMILES | GCN5L2 inh | DT40 TDP1 no CPT | DT40 TDP1 CPT
Cn1c(=O)c2sccc2n2c(CCCC(=O)Nc3ccc(F)cc3F)nnc12 | 0%&-2% | ? | -1%&7%
CCCCNC(=O)COC(=O)c1cc2c(C)nn(-c3ccccc3)c2s1 | -3% | -11% | -14%
Cc1ccc(CSc2nc3cccnc3n2Cc2ccc(C(=O)NCc3cccs3)cc2)cc1 | -9% | -3% | -28%

Next part
SMILES | GCN5L2 inh | DT40 TDP1 no CPT | DT40 TDP1 CPT
CCN(CC(=O)Nc1c(F)cccc1F)C(=O)C1Cc2ccccc2CN1S(=O)(=O)CC (centres undefined) | -2% | -25% | 6%
CC(C)c1ccc(NC(=O)C2C3C=CC4(CN(CCCN5CCOCC5)C(=O)C24)O3)cc1 (centres undefined) | 0% | -6% | -4%
CCc1cccc(C)c1NC(=O)CN1C(=O)C2(SCC(=O)N2c2cccc(F)c2)c2ccccc21 (centres undefined) | 2% | -23% | -29%
COc1ccc(NC(=O)COc2ccc(C(=O)OCC(=O)N(C)C3CCS(=O)(=O)C3)cc2OC)cc1 (centres undefined) | -1% | -29% | 7%
NC(=NCc1ccccc1)C(N=Nc1ccccc1)C(=O)NCc1ccccc1 (centres undefined) | . | ? | ?
Cc1ccc(NC(=O)CCn2c(=S)oc3ccccc32)cc1F | -11% | ? | -17%
O=c1ccc2cc(S(=O)(=O)N3CCN(c4ccccc4F)CC3)ccc2[nH]1 | -6% | ? | ?
O=C(COC(=O)CNC(=O)c1ccccc1F)NCCC1=CCCCC1 | 0% | -3% | -5%
CN(CC(=O)O/N=C(\N)c1ccc(Br)cc1)S(=O)(=O)c1ccccc1 | -8% | -5% | -9%
Cc1nc2oc3c(=O)[nH]cnc3c2c2c1COC(C)(C)C2 | 0% | -27% | -9%
O=C(NCC1CCCO1)c1ccc(F)c2ccccc12 (centres undefined) | -4% | 15% | 7%
O=C(NCc1ccccn1)C1CCCN(Cc2cnn(-c3ccccc3)c2-n2cccc2)C1 (centres undefined) | -4% | ? | -3%
O=c1c2c(nc(NCCO)n1CC1CCCCC1)-c1ccccc1CC21CCCC1 | -9% | ? | ?
CC(=O)OC(C(=O)Nc1nncs1)c1ccccc1 (centres undefined) | . | -4% | -11%
NC(=O)C1CCN(c2nc(-c3ccccc3)nc3ccccc23)CC1 | 0% | -21% | -20%
CN(CCOc1ccccc1)C(=O)c1cc([N+](=O)[O-])ccc1N1CCOCC1 | -10% | ? | ?
O=C(O)CC1NC(=O)N(c2ccc(Cl)cc2)C1=O (centres undefined) | -15% | -6% | -3%
O=C(Nc1ccc(O)c(-c2nc3ccccc3o2)c1)C1(c2ccc([N+](=O)[O-])cc2)CCCC1 | -5% | ? | -23%
Cc1nc2ccccn2c1C(=O)CSc1ccccc1Cl | -4% | 16µM* | 16µM*
CC1CN(C(=O)COC(=O)CSc2ccc(C(N)=O)cc2[N+](=O)[O-])CC(C)O1 (centres undefined) | -7% | -7% | -12%
O=C(NN1C(=O)/C(=C\c2ccc(O)c([N+](=O)[O-])c2)SC1=S)c1ccccc1Cl | -8% | ? | -13%
C/C(=N/NC(=O)c1ccc2c(c1)OCO2)c1ccc(NC(=O)C(F)(F)F)cc1 | 6% | 0% | 6%
O=C(O)C1CCCCC1C(=O)NCCc1ccc(Cl)cc1 (centres undefined) | -2% | -19% | -13%
CCN(c1ccc(OC)cc1)S(=O)(=O)c1nnc(NC(=O)CC(C)C)s1 | -9% | 2% | -20%
CC/C(=N\NC(=O)c1ccncc1)C12CC3CC(CC(C3)C1)C2 | -7% | -18% | -25%
O=C(Nc1ccncc1)c1cncc(Br)c1 | -2% | -24% | -17%
Cc1ccc(N2CC(NC(=O)C3CCCCC3)CC2=O)cc1C (centres undefined) | 4% | -24% | -10%
Fc1ccc(CSc2nc3ncc(Br)cc3[nH]2)cc1 | -9% | ? | -18%
COc1ccc(Cc2c(O)nc(SCC(=O)NC(C)(C)C)[nH]c2=O)cc1 | 1% | -22% | -28%
O=C(c1ccccc1)c1ccc(Oc2ccc(C(=O)O)c(C(=O)O)c2)cc1 | -16% | -4% | 2%
O=C(CN1C(=O)/C(=C/c2ccccc2F)Oc2ccccc21)N1CCN(c2ccccn2)CC1 | -2% | ? | 7%
Cc1[nH]c2ccccc2c1C(=O)COC(=O)c1nccnc1N | -2% | 9% | -3%
COc1ccc(/C(N)=N/OC(=O)Oc2ccccc2)cc1OC | 4% | -5% | 8%
COc1cc(NC(=O)CC(C)S(=O)(=O)c2ccc3c(c2)NC(=O)CO3)cc(OC)c1OC (centres undefined) | -14% | 28% | -2%
O=C(Nc1ccccc1)c1ccccc1N=Cc1cccc(O)c1 | -17% | ? | -26%
Cc1nn(C)c(NC(=O)c2ccccc2Cl)c1Cl | 1% | 4% | -2%
Cc1ccc(C(=O)Oc2ccc(Cl)c3cccnc23)cc1[N+](=O)[O-] | -13% | 21µM* | ?
CC1(C)CCC(=O)N(c2ccc(OC(F)(F)F)cc2)C1=O | -7% | 12% | -18%
CC1CCN(c2ccc3c(c2)S(=O)(=O)c2cccc(C(=O)NC[C@@H]4CCCO4)c2C3=O)CC1 | -5% | ? | 13µM*
C[C@H](CO)N1C[C@H](C)[C@@H](CN(C)C(=O)Nc2ccc3c(c2)OCO3)Oc2c(NS(=O)(=O)c3ccccc3)cccc2C1=O | 1% | 1% | 4%
COc1ccc(NC(=O)COC(=O)Cn2cnc3ccccc3c2=O)cc1OC | -19% | -4% | -5%
CC(=O)Nc1ccc(-c2ccnc3c2CC(C)(C(=O)Nc2cccc(OC(F)(F)F)c2)O3)cc1 (centres undefined) | . | 16µM* | ?
COC(=O)c1cc(Br)c(=O)n(-c2ccccc2F)c1 | -4% | -13% | 5%
CCn1cc(/C=C(\NC(=O)c2ccc(OC)cc2)C(=O)NCCCn2ccnc2)c2ccccc21 | -13% | -24%&-25% | -26%&-4%
Brc1ccc(Nc2c3c(nc4ncnn24)CCC3)cc1 | -1% | ? | 26µM*
CC1CCN(C(=O)CSc2nc3c(c(=O)n(C)c(=O)n3C)n2C)CC1 | -1% | -19% | 2%
O=C(C1CCCC1)N1CCN(S(=O)(=O)c2cccc(Cl)c2Cl)CC1 | -8% | -22% | 2%
CCCCN(C(=O)c1cc(S(=O)(=O)N2CCCCCC2)ccc1OC)c1ccccc1 | 0% | ? | ?
CC(C)Oc1ccc(C(=O)CCN2CCOCC2)cc1 | . | 3.7µM* | 3.3µM*
Cc1ccc(NC(=O)COC(=O)Cc2c(F)cccc2Cl)cc1S(=O)(=O)N1CCOCC1 | -11% | -18% | -1%

3 entries from above, tab-delimited.
compound	GCN5L2 inh	DT40 TDP1 no CPT	DT40 TDP1 CPT
CCc1cccc(C)c1NC(=O)CN1C(=O)C2(SCC(=O)N2c2cccc(F)c2)c2ccccc21 (centres undefined)	2%	-23%	-29%
COC(=O)c1ccccc1NC(=O)c1cccnc1	-4%	-16%	-2%
COc1cc(C2c3c(oc4ccccc4c3=O)C(=O)N2c2ccccn2)cc(OC)c1OC (centres undefined)	-2%	-7%	4%

3 entries from above, in markdown.
| SMILES | GCN5L2 inh | DT40 TDP1 no CPT | DT40 TDP1 CPT |
| --- | --- | --- | --- |
| COc1ccc(NC(=O)COC(=O)Cn2cnc3ccccc3c2=O)cc1OC | -19% | -4% | -5% |
| CCCCN(C(=O)c1cc(S(=O)(=O)N2CCCCCC2)ccc1OC)c1ccccc1 | 0% | ? | ? |
| CC(C)Oc1ccc(C(=O)CCN2CCOCC2)cc1 | . | 3.7µM* | 3.3µM* |

Compound activity: PubChem BioAssay, National Center for Advancing Translational Sciences (NCATS)
